High-throughput results as filed in PubChem.
LAP4 TOR yeast: modulators of LAP4-GFP expression in yeast, primary screen, S. cerevisiae, multiplex flow cytometry, MLPCN library | 3 h; median GFP as percent of DMSO wells | 0.34% of 320,000 active | GFP response vs DMSO, % at 10 µM | AID 2023, 2009;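 active = GFP response vs DMSO above a set limit, about the screen mean plus 3 SD, cut at about 150% in these data; inconclusive = under 70 cell events counted for the yeast strain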
Efflux pump inh: inhibitors of Candida efflux pumps in yeast, primary screen, S. cerevisiae, Nile Red, multiplex | S. cerevisiae Candida pump triplex | inhibition, % at 10 µM | 0.44% of 330,000 active | AID 485275, 2010;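 active = plate passing quality check with inhibition over a set limit, or well fluorescence over plate mean plus 4 SD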;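 note: Nile Red retained in pooled yeast measured as flow cytometry median fluorescence; 0% = buffer negative control and 100% = Enniatin B positive control; higher means more Nile Red kept so more efflux inhibition; some compounds called inactive have numbers as strong as hits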
Yeast superoxide: reduction of superoxide in aged yeast, primary screen, HTS | S. cerevisiae aged cells, superoxide DHE fluorescence; active compounds read low | superoxide response (% of plate mean), % at 10 µM | 0.18% of 330,000 active | AID 2690, 2010;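 active = superoxide response under a set limit, about three screen SD below normal, cut at about 65% in these data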;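 note: yeast aged for seven days with compound at 30 °C before DHE staining; 100% = average MFI of all compound-treated wells on the plate with controls excluded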
CIT2-GFP yeast: modulators of CIT2-GFP expression in yeast, primary screen, S. cerevisiae, GFP fusion, multiplex flow cytometry, MLPCN library; GFP response vs DMSO, % at 10 µM; S. cerevisiae CIT2-GFP strain, 3 h; 100 means same as DMSO wells; 0.065% of 320,000 active; AID 2029, 2009;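 active = GFP response relative to DMSO above a set limit, near the screen mean plus 3 SD, cut at about 150% in these data; inconclusive = Fewer than 70 cells measured for a yeast strain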;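 note: ratio of well median GFP fluorescence to mean of DMSO wells on the plate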
RPL19A-GFP yeast: RPL19A-GFP expression modulators in yeast, primary screen, cell-based, S. cerevisiae, multiplex flow cytometry, MLPCN; S. cerevisiae RPL19A-GFP strain, 3 h; active compounds read low; percent response vs DMSO, % at 10 µM; 0.3% of 330,000 active; AID 2025, 2009;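 active = percent response vs DMSO below 50%; inconclusive = fewer than 70 events counted for the yeast strain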;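 note: median channel GFP fluorescence of the barcoded RPL19A-GFP strain; ratio of sample median GFP to plate DMSO average so 100% = DMSO; lower means less RPL19A-GFP as with rapamycin TOR inhibition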
AHR act: AHR activators, primary screen, cell-based, luminescence, luciferase reporter, human | AHR-responsive luciferase reporter cells | activation, % at 5 µM | 2.5% of 320,000 active; in the data active = activation above about 47%;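 note: 0% = vehicle wells and 100% = reference agonist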
Target sequence (P35869 whole entry, looked up): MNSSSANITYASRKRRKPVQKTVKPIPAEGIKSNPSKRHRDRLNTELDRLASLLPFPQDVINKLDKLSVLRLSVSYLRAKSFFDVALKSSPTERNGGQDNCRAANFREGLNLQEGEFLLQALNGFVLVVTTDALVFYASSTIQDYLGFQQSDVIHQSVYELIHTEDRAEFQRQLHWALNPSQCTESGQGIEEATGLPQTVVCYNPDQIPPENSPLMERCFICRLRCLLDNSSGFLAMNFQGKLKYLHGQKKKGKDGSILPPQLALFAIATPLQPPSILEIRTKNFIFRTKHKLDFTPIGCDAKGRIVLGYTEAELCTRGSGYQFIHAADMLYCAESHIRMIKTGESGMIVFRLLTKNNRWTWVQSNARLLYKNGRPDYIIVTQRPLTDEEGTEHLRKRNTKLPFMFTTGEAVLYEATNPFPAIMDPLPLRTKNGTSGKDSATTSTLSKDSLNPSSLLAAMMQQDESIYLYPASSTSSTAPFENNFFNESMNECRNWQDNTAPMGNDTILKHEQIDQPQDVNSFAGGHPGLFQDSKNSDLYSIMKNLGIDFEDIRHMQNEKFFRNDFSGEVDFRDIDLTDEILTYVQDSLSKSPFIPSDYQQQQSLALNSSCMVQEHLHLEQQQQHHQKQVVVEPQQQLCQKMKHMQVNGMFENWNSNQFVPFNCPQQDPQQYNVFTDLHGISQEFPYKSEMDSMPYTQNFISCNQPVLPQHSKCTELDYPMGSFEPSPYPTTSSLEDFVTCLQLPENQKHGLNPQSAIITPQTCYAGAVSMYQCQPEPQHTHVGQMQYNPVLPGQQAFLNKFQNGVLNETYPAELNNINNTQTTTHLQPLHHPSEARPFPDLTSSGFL
MEP2-GFP yeast: modulators of MEP2-GFP levels in yeast, primary screen, S. cerevisiae, multiplex flow cytometry, MLPCN library. GFP response vs DMSO, % at 10 µM. AID 2016, 2009. 0.51% of 330,000 active. S. cerevisiae MEP2-GFP strain, 3 h; 100% = DMSO control level;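 active = GFP response versus DMSO above a set limit, roughly screen mean plus 3 SD, cut at about 180% in these data; inconclusive = fewer than 70 cells counted for a yeast strain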;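 note: median GFP fluorescence of the barcode-gated MEP2-GFP cells per well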
AGP1-GFP MLPCN: modulators of AGP1-GFP expression in yeast TOR pathway, primary screen, cell-based, multiplex flow cytometry, S. cerevisiae, MLPCN library. 3 h; GFP as percent of DMSO wells. GFP response vs DMSO, % at 10 µM. 0.02% of 320,000 active;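 active = GFP response relative to DMSO above a set limit, near screen average plus 3 SD, cut at about 150% in these data; inconclusive = fewer than 70 cells counted for the yeast strain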;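 note: median GFP channel fluorescence of the gated AGP1 strain per well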
* marks the source's active call; other numbers are inactive results; ? = inconclusive; . = no result given; [ ] = another dose, or the depositor's remark.

SMILES	LAP4 TOR yeast	Efflux pump inh	Yeast superoxide	CIT2-GFP yeast	RPL19A-GFP yeast	AHR act	MEP2-GFP yeast	AGP1-GFP MLPCN
Cc1ccc(S(=O)(=O)c2nc(-c3ccco3)oc2SC(C)C)cc1	100	-0.1	111	99	99	-2	101	97
CCc1ccc2oc(=O)cc(CN3CCN(c4ccc(F)cc4)CC3)c2c1	97	0.5	104	95	91	10	97	95
Cc1cccc2nc3ccccc3nc12	96	0.3	100	89	93	1	123	97
O=C(COC(=O)c1cc(Cl)ccc1O)NCCNC(=O)COC(=O)c1cc(Cl)ccc1O	93	0.0	107	105	103	-3	103	101
CC(C)CCN(CCC(C)C)CC(O)Cn1c2ccccc2c(=O)c2ccccc21 (configuration not stated)	109	0.0	106	107	103	-1	95	111
O=C(NNC(=O)c1ccccc1F)C1=NN(c2ccccc2)C(=O)CC1	96	0.3	96	102	99	4	106	103
CCOC(=O)C1CCN(C(=O)COC(=O)CSc2ccc(C(N)=O)cc2[N+](=O)[O-])CC1	99	-0.1	114	103	100	3	104	105
COCCn1c(=NC(=O)/C=C/c2cccs2)sc2cc(NC(C)=O)ccc21	123	0.3	102	99	97	12	110	111
Cc1[nH]n(-c2ccccc2)c(=O)c1C(C[N+](=O)[O-])c1ccccc1Cl (configuration not stated)	113	0.1	110	93	96	68*	100	96
O=C(Nc1ccccc1)C1CC(O)CN1S(=O)(=O)c1ccc([N+](=O)[O-])cc1 (configuration not stated)	112	0.0	114	111	102	0	106	105
Cc1ccc(NC(=O)Nc2ccccc2C(=O)NCc2ccccc2)cc1	108	0.0	87	110	101	3	104	101
Cn1ccc(C(=O)Nc2sc3c(c2C#N)CCC3)n1	97	0.0	89	114	99	4	115	106
Cc1ccccc1C(=O)Nc1nnc(SCC(=O)NCc2ccco2)s1	106	0.0	101	91	94	14	104	96
CCN(CC)S(=O)(=O)c1cccc(NC(=O)COC(=O)c2cc(=O)c3ccccc3o2)c1	97	-0.1	78	111	99	1	97	99
COCCNc1cc(N)c([N+](=O)[O-])cc1[N+](=O)[O-]	91	0.1	100	92	96	9	101	88
COc1ccc(S(=O)(=O)N(C)C)cc1NC(=O)CN1C(=O)NC2(CCCC2)C1=O	85	0.0	120	94	90	-1	98	84
CC1CCC(NC(=O)c2cc3ccccc3cc2O)CC1 (configuration not stated)	96	0.1	103	95	101	14	101	100
CCOc1cc(N2CCOCC2)c(OCC)cc1NC(=O)C(C)(C)C	103	0.0	101	99	100	4	100	103
CCOc1ccccc1OCCOc1cccc(C(F)(F)F)c1	98	-0.2	83	94	95	8	97	94
CCN1CCN(c2ccc(S(=O)(=O)N3CCOCC3)cc2NC(=O)CC(C)C)CC1	93	-0.1	79	96	94	3	94	100

The final 2 entries of the section before open the next one.
SMILES	LAP4 TOR yeast	Efflux pump inh	Yeast superoxide	CIT2-GFP yeast	RPL19A-GFP yeast	AHR act	MEP2-GFP yeast	AGP1-GFP MLPCN
CCOc1ccccc1OCCOc1cccc(C(F)(F)F)c1	98	-0.2	83	94	95	8	97	94
CCN1CCN(c2ccc(S(=O)(=O)N3CCOCC3)cc2NC(=O)CC(C)C)CC1	93	-0.1	79	96	94	3	94	100
O=C(Nc1ccc(Cl)cc1)c1csc(-c2ccccc2)n1	103	-0.1	89	100	98	97*	106	97
Cc1cc(N2CCOCC2)ncc1[N+](=O)[O-]	93	0.1	87	97	99	-2	101	101
CCCN(CC(=O)Nc1ccccc1C)C(=O)/C=C/c1ccc(S(=O)(=O)N2CCCCCC2)cc1	97	0.0	102	94	94	6	94	101
COCCn1c(N)c(C#N)c2nc3ccccc3nc21	108	-0.2	87	120	.	10	114	113
Nc1[nH]n2c(=O)c3c(nc2c1N=Nc1ccc(Cl)cc1)CCCC3	105	0.0	88	110	99	57*	108	105
CC(C)(C)OC(=O)C[C@@H]1C/C=C\C[C@@H](CC(=O)N[C@H](CO)Cc2ccccc2)C(=O)N2CCC[C@H]2COC1=O	93	0.0	100	97	96	0	91	97
Cc1ccc(Nc2nc(N)c([N+](=O)[O-])c(NCCO)n2)cc1	111	0.1	94	99	105	38	104	108
O=C(Nc1ccccc1)Nc1nnc(Cc2ccccc2F)s1	99	0.0	107	100	98	6	103	100
COc1ccc(NC(=O)c2cccc(-n3c(C)ccc3C)c2)c(OC)c1	96	0.1	95	103	103	20	105	102
CCCn1nc(C(=O)OCC(=O)Nc2cccc(S(N)(=O)=O)c2)c2ccccc2c1=O	94	0.2	96	93	93	1	94	94
CCOCCCNCc1ccc(OCC(=O)N2CCOCC2)c(OC)c1	96	0.0	105	104	104	-1	104	105
Cc1ccc(-c2ccc(/C=C/C(=O)c3ccccc3)o2)cc1	117	0.2	87	80	97	4	87	90
CCCCn1c(=O)c(-c2ccccc2)c(O)c2ccccc21	99	0.1	104	88	98	-5	96	87
COc1ccc(Cl)cc1S(=O)(=O)Nc1ccc(Cl)cn1	96	0.0	110	104	105	0	109	99
N=C1/C(=C\c2ccc(OC(=O)c3ccccc3Cl)cc2)C(=O)N=C2SC(N3CCOCC3)=NN12	105	-0.1	117	100	100	1	107	101
Cc1ccccc1NC(=O)C1CCN(C2=NS(=O)(=O)c3ccccc32)CC1	96	-0.4	97	102	98	0	98	97
CCN(CC)CC(=O)Nc1ccc(/C(C)=N/NC2=NCCN2)cc1	84	-0.2	97	101	97	-2	98	93
CC1(c2nnc(-c3cccc(Cl)c3)o2)CC(c2ccc(Cl)cc2)=NO1 (configuration not stated)	129	-0.1	99	94	92	-2	90	88
COc1ccccc1NC(=O)C(C)N(C)CCOc1ccccc1 (configuration not stated)	107	0.5	125	94	101	-5	110	104
O=C(Nc1nccs1)C1CCN(S(=O)(=O)c2cnc[nH]2)CC1	89	0.0	100	.	104	0	98	109
CCOc1cc(CNS(=O)(=O)c2ccc3c(c2)CC(=O)N3C)cc(OCC)c1OCC	98	0.0	97	106	99	0	95	105
Oc1ccccc1N1CCN(c2ncnc3scc(-c4ccc(F)cc4)c23)CC1	94	0.8	96	80	97	6	95	86
CC(C)CNC(=O)CCc1c[nH]c2ccccc12	101	-0.6	100	90	89	6	104	.
CC1(C)C2CCC(C2)C1(C)NC(=O)CN1CCCC1 (configuration not stated)	105	0.1	102	97	100	1	103	99
Nn1c(SCC(=O)Nc2ccc3c(c2)OCCO3)nnc1-c1ccncc1	70	0.1	111	93	107	5	101	94
Cc1cc(Cl)ccc1NC(=O)COC(=O)CCNS(=O)(=O)c1ccccc1	86	0.1	102	88	89	-1	94	92
COc1ccc2[nH]c(=O)c(CN(Cc3ccc(C)cc3)Cc3nnnn3CC3CCCO3)cc2c1 (configuration not stated)	92	0.1	100	97	99	4	108	100
O=c1c2ccccc2nnn1CSc1ccc2ccccc2n1	104	-0.1	112	80	88	-2	119	85
CCOC(=O)N1CCN(S(=O)(=O)c2cc(Cl)ccc2Cl)CC1	100	0.0	107	94	104	6	123	98
COc1ccc(C(C)(C)C)cc1NC(=O)COC(=O)c1ncc(Cl)c(Cl)c1Cl	91	-0.4	95	101	100	2	95	101
CCc1nc(SCC(=O)N2CCN(C(=O)c3ccco3)CC2)c2c3c(sc2n1)CCCC3	88	0.1	114	88	89	10	87	.
COc1ccc(CCNc2cc(N3CCN(C(=O)c4ccccc4OC)CC3)ccc2[N+](=O)[O-])cc1OC	68[may fluoresce violet]	0.2	90	?	20*[may fluoresce violet]	-1	180*[may fluoresce violet]	?
CC(=O)N1c2ccc(S(=O)(=O)NCCC(=O)Nc3ccc(F)cc3C)cc2CC1C (configuration not stated)	97	-0.2	76	120	105	8	102	106
COc1cc(OC)cc(-c2nc(=S)n3ccsc3n2)c1	99	0.1	98	98	94	26	99	99
COc1ccc(OC)c(NC(=S)NCCN2CCOCC2)c1	95	-0.1	104	107	107	0	103	104
O=C(NC(Cc1c[nH]c2ccccc12)C(=O)O)/C(=C/c1ccc(F)cc1)NC(=O)c1ccccc1 (configuration not stated)	97	0.0	93	95	91	8	94	94
C=CCNc1nc(C(=O)OCC(=O)c2ccc(C)c([N+](=O)[O-])c2)cs1	96	0.0	99	106	100	4	99	102
O=C(Cn1cncn1)N/N=C/c1cccnc1	100	0.1	101	93	100	3	101	95
O=C(COC(=O)c1ccccc1Nc1ccccc1)NCc1ccccc1	104	-0.5	91	82	104	1	106	95
Cc1c(N(C)C(=O)C2CCCN2S(=O)(=O)c2ccccc2)c(=O)n(-c2ccccc2)n1C (configuration not stated)	100	0.0	101	93	98	0	98	96
COc1ccc(NC(=O)CCS(=O)(=O)c2cc3c(cc2C)NC(=O)CO3)cc1	99	-0.1	73	107	100	4	101	104
O=C(Nc1ccc(Cl)cc1)N1CCN(C(=O)C2CCCO2)CC1 (configuration not stated)	98	0.0	101	101	108	2	96	105
O=Cc1c(N2CCN(c3ccccc3)CC2)nc2ccccn2c1=O	105	-0.1	139	94	96	4	103	95
c1ccc(C(c2nnnn2C2CCCC2)N2CCCCCC2)nc1 (configuration not stated)	97	-0.1	99	99	99	0	105	100
CC(=O)Nc1ccn(-c2ccccc2)n1	99	-0.1	85	95	102	8	100	102
CCOC(=O)C(O)(CC(=O)c1ccc(Cl)cc1)C(=O)OCC	96	0.1	115	88	98	0	98	96
COc1ccccc1NS(=O)(=O)c1ccc(NC(C)=O)cc1	103	-0.1	87	97	96	2	98	98
O=C(Nc1ccc(Cl)cc1)Nc1ccccc1C(=O)O	99	0.0	103	93	97	0	102	97
COc1ccc(-c2ocnc2C(=O)Nc2ccccc2N2CCCCC2)cc1	99	0.0	97	102	102	10	103	104
CC1CCc2sc(C(=O)OCC(=O)NC(N)=O)cc2C1 (configuration not stated)	107	0.1	109	96	95	-1	97	100
COc1ccc(O)c(/C=N/NC(=S)NCCc2ccccc2)c1	104	-0.1	85	104	106	13	108	102
O=C(CSc1nc(C(F)(F)F)cc(=O)[nH]1)N1CCCCCC1	106	-0.2	107	99	96	-2	108	98
Cc1ccc(N(Cc2cc(=O)[nH]c3ccccc23)C(=O)CCl)c(C)c1	93	0.0	103	95	105	9	102	96
COC(=O)Cc1ccc(O)c(N)c1	85	0.0	97	.	87	-1	88	88
CS(=O)(=O)c1nc(S(=O)(=O)c2ccc(Cl)cc2)c(N2CCN(CCO)CC2)s1	111	0.0	103	105	103	2	103	105
Cc1ccc(CCN2CC(C(=O)NCCN3CCCCCC3)CC2=O)cc1 (configuration not stated)	96	-0.1	105	106	98	-1	100	98
O=C(c1noc2c1CCCC2)N1CCc2c([nH]c3ccccc23)C1c1ccccn1 (configuration not stated)	97	0.2	114	104	99	18	104	96
Cc1nnc(SCCCn2c(N3CCCCC3)nc3c2c(=O)[nH]c(=O)n3C)s1	102	0.1	99	85	92	-1	94	98
COC(=O)c1ccc(NC(=O)CSc2nnc(CNc3ccc(F)cc3)n2C)cc1	93	-0.1	93	102	95	3	92	97
O=C(c1cc(Cl)c(=O)n(Cc2ccc(Cl)cc2)c1)N1CCOCC1	105	0.1	95	93	98	-2	96	100
Cc1ccccc1CSCCNC(=O)c1ccc(Cl)c(S(=O)(=O)N2CCOCC2)c1	98	0.0	103	90	95	0	105	92
Cc1cccc(C)c1NC(=O)CNC(=O)Cc1c[nH]c2ccccc12	98	0.0	93	91	91	6	90	102
